# Screens as filed in PubChem.
# GLP-1R agonist: agonists of human GLP-1 receptor; AID 624172; 0.007% of 380,000 active; P43220; HEK293 GLP-1R CRE-luciferase, luminescence, 4-6 h; cells express a hypersensitive GLP-1R form; Potency, µM (titrated, usually from 45.6 µM), inactives show top-dose activation, actives largely listed as activators; also: potency is read from the fitted curve at half-maximal effect; % of control where 0% means no effect
# GLP1R cytotox: cytotoxicity in counter-screen for GLP-1R inverse agonists; Potency, µM (series often up to 38.3 µM), inactives show at the highest dose activity change, negative = inhibition, most hits filed as inhibitors; HEK293 cAMP-luciferase reporter cells, luminescence, 24 h; 0.13% of 410,000 active;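 also: loss of luciferase light is scored as toxicity; potency is read from the fitted curve at half-maximal effect; % is scaled to controls: 0 for no effect and ±100 for the full control effect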
#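 MLSMR compounds, 24 hr on cells at 37 deg C/5% CO2; luminescence after luciferase reagent (12 min RT). Inhibition counted as the undesired cytotoxic outcome.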
# TDP-43 yeast inh: rescues yeast growth from TDP-43 toxicity; TDP-43 expressing yeast growth rescue, BacTiter-Glo, 24 h; Potency, µM (top dose mostly 46.1 µM), for the others: top-dose growth rescue (activation), most hits filed as activators; 1.8% of 410,000 active; also: potency is read from the fitted curve at half-maximal effect; % of control where 0% means no effect; nearly all actives have a fitted effect of over 50% in size
#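 Growth rescue of TDP-43-toxic yeast measured as ATP luminescence (BacTiter-Glo). Cells grown to mid-log in raffinose, induced in galactose at OD600=0.02, exposed to compound 24 hr at 30 deg C.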
# D3 ag: agonists of human D3 dopamine receptor; P35462; AID 652048; D3R DiscoveRx beta-arrestin cells, luminescence, 90 min; max activation, %; 0.58% of 410,000 active; in the data active = max activation above about 30%; also: 0% is about no effect; mostly tested at two doses, the higher about 12 µM
# Target sequence (P35462 whole entry, looked up): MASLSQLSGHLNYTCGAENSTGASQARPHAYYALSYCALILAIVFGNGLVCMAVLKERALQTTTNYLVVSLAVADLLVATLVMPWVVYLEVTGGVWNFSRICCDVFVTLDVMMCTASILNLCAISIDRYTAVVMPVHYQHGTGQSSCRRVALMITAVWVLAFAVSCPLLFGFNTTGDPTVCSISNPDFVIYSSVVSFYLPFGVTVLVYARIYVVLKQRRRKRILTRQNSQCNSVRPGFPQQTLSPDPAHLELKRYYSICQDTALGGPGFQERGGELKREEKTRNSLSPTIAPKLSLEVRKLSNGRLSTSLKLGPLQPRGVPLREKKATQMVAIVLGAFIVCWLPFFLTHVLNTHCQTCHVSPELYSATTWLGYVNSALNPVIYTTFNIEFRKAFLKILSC
#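 Agonist mode: compounds and dopamine controls were applied to plated cells for 90 min at 37 degrees C after an overnight attachment at 1500 cells/well. Luminescent read-out followed 30 - 60 minutes at room temperature with DiscoveRx detection reagent.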
# GLP-1R inv ag: inverse agonists of human GLP-1 receptor | P43220 | HEK293 GLP-1R CRE-luciferase, luminescence, 24 h; GLP-1R form is constitutively active | Potency, µM (highest dose often 38.3 µM), for the others: at the top dose activity change, negative = inhibition, hits mostly inhibitors | 1.6% of 410,000 active; also: potency is read from the fitted curve at half-maximal effect; % is scaled to controls: 0 for no effect and ±100 for the full control effect; nearly all actives have a fitted effect of over 55% in size
#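 GLP-1R inverse agonism mode: basal reporter luminescence in engineered HEK293 cells measured after one day of compound exposure at 37 deg C, with a 12 min room-temperature detection step.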
# KB-V1 MDR tox: KB-V1 MDR subline cytotoxicity | KB-V1 MDR cells viability, CellTiter-Glo, 72 h | Potency, µM (doses to about 46.1 µM), inactives show top-dose activity change, negative = cytotoxicity, actives largely listed as cytotoxic | 3.4% of 400,000 active; also: potency is read from the fitted curve at half-maximal effect; % is scaled to controls: 0 for no effect and ±100 for the full control effect; nearly all actives have a fitted effect of over 60% in size
#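 Readout: CellTiter-Glo luminescence, 10 min after addition. Cells: KB-V1 MDR subline, 72 h at 37 degrees C with compound. Analysis: corrected, normalized data fitted to concentration-effect curves.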
# aSyn yeast inh: inhibitors of alpha-synuclein toxicity in yeast; Potency, µM (doses to about 46.1 µM), for inactives: top-dose growth rescue (activation), actives largely listed as activators; 0.14% of 370,000 active; AID 652106; Yeast expressing alpha-synuclein, growth rescue, BacTiter-Glo, 24 h; also: potency is read from the fitted curve at half-maximal effect; % of control where 0% means no effect; nearly all actives have a fitted effect of over 65% in size
#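 Rescue of yeast growth: cells expressing toxic alpha-synuclein, induced in galactose at OD600 0.02, incubated with compound 24 h at 30 C. ATP luminescence quantified growth; inhibitors of toxicity appear as activators.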
# DRD3 antagonist: D3 dopamine receptor (human) antagonism | AID 652054 | max response, negative = inhibition, % | P35462 | 2.5% of 360,000 active | D3R cells, DiscoveRx beta-arrestin luminescence, antagonist mode; active compounds read low; in the data active = max response below about -50%; inconclusive = no clear call, values can overlap the other calls; also: % is scaled to controls: 0 for no effect and ±100 for the full control effect; mostly tested at two doses, the higher about 12 µM
#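 Cells plated overnight at 1500 cells/well, then exposed to library compounds with dopamine controls for 90 minutes at 37 degrees C. DiscoveRx reagent added for 30–60 minutes at room temperature; luminescence read, quantitative HTS format.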
# PTHR1 agonist: activates the human parathyroid hormone receptor PTHR1. HEK293 GP2 PTHR1 cells, GloSensor cAMP luminescence, 1 h. AID 743266. 0.075% of 410,000 active. Q03431. Potency, µM (titrated, usually from 115 µM), for inactives: at the highest dose activation, actives largely listed as activators; also: potency is read from the fitted curve at half-maximal effect; nearly all actives have a fitted effect of over 55% in size; some results filed as inactive show a strong effect at the top dose; inactives centre near -15; many of its hits are not listed in these tables
# Target sequence (Q03431 whole entry, looked up): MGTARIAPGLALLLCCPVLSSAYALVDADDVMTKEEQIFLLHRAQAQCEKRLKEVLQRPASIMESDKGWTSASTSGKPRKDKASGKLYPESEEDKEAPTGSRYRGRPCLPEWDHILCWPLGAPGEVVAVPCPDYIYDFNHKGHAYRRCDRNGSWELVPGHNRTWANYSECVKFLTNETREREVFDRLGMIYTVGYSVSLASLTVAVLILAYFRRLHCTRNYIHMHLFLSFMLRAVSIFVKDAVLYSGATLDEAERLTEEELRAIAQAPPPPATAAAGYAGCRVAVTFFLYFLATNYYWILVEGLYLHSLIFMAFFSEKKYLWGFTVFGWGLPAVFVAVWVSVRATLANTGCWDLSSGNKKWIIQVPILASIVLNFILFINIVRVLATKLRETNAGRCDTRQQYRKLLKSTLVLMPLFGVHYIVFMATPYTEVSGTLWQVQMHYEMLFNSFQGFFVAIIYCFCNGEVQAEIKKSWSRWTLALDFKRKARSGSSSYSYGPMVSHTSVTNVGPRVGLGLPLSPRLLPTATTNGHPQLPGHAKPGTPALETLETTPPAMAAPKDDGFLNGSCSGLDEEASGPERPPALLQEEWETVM
#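 HEK-293-derived GP2 cells expressing PTHR1 and a GloSensor cAMP reporter, 3,000/well, plated overnight, given luciferin plus IBMX (each 0.5 mM as added) for 1 h at 37 °C, then compound for 1 h at 37 °C. Luminescence was read after 15 min at room temperature.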
# * = called active by the depositor; i = inactive; u = inconclusive; x = not tested or not shown; [ ] = another dose, or the depositor's remark. Unless noted, calls follow the shape of the dose curve; as a rule, active = well fitted curve in the direction sought with a large enough effect; inconclusive = small, poorly fitted or top-dose-only effect, or another doubt; inactive = no such curve, though single readings can be large; an effect the other way counts as inactive or inconclusive. This is a subset; the hit share may differ from the screen's.
SMILES,GLP-1R agonist,GLP1R cytotox,TDP-43 yeast inh,D3 ag,GLP-1R inv ag,KB-V1 MDR tox,aSyn yeast inh,DRD3 antagonist,PTHR1 agonist
COc1ccccc1CNC(=O)C1CCN(S(=O)(=O)c2ccc3c(c2)C(C)(C)C(=O)N3C)CC1,2%,4%,16%,1,12%,8%,-4%,-24,-22%
Cc1ccc(-n2nnnc2SCC(=O)NC2CCS(=O)(=O)C2)c(C)c1 (stereo not given),6%,1%,-14%,0,26%,16%,-1%,0,i
Cc1cc(C)cc(OCC(=O)OCC(=O)Nc2ccc(Cl)cn2)c1,1%,15%,-31%[inhibitor],-9,9%,0%,-2%,0,i
CCC(C)(C)n1nnnc1C(c1cc2cccc(C)c2[nH]c1=O)N1CCN(C(=O)c2ccco2)CC1 (stereo not given),-10%,-9%,-8%,10,0%,0%,-13%,-6,-21%[57.5 µM]
CN(C)C1CN(Cc2cn(Cc3ccc(Cl)cc3)nn2)S(=O)(=O)C1 (stereo not given),-1%,-13%,9%,-7,11%,0%,-1%,-18,-10%
C/C(CC(=O)Nc1ccc(C)cc1C)=N\NC(=O)C(C)C,8%,0%,-4%,5,5%,1%,-4%,7,i
Cn1c(=O)c2cc(C(=O)N3CCN(c4cccc(C(F)(F)F)c4)CC3)sc2c2ccccc21,x,2%,14%,-2,11%,0%,x,x,i
Cc1noc(C)c1CSc1nc2sc3c(c2c(=O)n1C)CCCC3,18%,-4%,0%,28,0%,-26%,8%,4,-26%
CCOC(=O)c1cc(-c2ccccc2)n(CC(=O)NCc2ccccc2OC)c1C,x,2%,20%,-2,-13%,x,x,x,i
O=C(N/N=C/c1ccncc1)c1ccc2c(c1)OCO2,-1%,13%,-24%,2,11%,-4%,1%,-3,6%
Cc1c(NC(=O)C2CCCN2S(=O)(=O)c2cccc3nsnc23)cccc1C(=O)O (stereo not given),0%,10%,-2%,1,10%,3%,2%,0,-41%[inhibitor]
CC(C)(O)C#Cc1ccc(CNC[C@H]2O[C@@H](n3cnc4c(=O)[nH]c(N)nc43)[C@H](O)[C@@H]2O)s1,-5%,4%,11%,3,7%,8%,0%,15,4%
COc1cc([N+](=O)[O-])ccc1NC(=O)COC(=O)CCS(=O)(=O)c1ccc(C)cc1,-11%,-2%,27%,0,-2%,u,4%,0,i
Cc1ccc(S(=O)(=O)n2cnc3cc([N+](=O)[O-])ccc32)c(C)c1,0%,14%,-1%,-3,16%,-18%,-8%,-4,-6%
Cc1ccc(NC(=S)NNC(=O)CSc2nnc(-c3ccc(Cl)cc3)n2C2CCCCC2)cc1,1%,-2%,24%,-6,-13%,-6%,-1%,-21,-6%
COc1cc2cc(C(c3nnnn3Cc3ccc(F)cc3)N3CCCCCC3)c(=O)[nH]c2cc1OC (stereo not given),10%,-9%,-16%,-30,0%,u,-2%,-16,-2%[57.5 µM]
CCN1C(=O)C(=Cc2cccc(OC)c2Oc2ccc([N+](=O)[O-])cc2[N+](=O)[O-])SC1=S,3%,u,-7%,-27,u,u,-23%,-70*,-20%
CC(=O)c1cccc(NS(=O)(=O)c2ccc3[nH]c4c(c3c2)CCCCC4)c1,x,-11%,15%[9.22 µM],-13,u,-9%,x,x,-88%[inhibitor]
Cc1cc(C)nc(-n2nc(C)c3c2NC(=O)CC3c2cccc(O)c2)n1 (stereo not given),x,6%,26%[9.22 µM],4,17%,0%,x,x,i
Cn1c(SCC(=O)N2CCc3ccccc3C2)nnc1-c1cccs1,-3%,-19%,12%,-6,-18%,0%,-1%,-17,i
O=c1c2ccccc2nc(-c2ccc(Cl)cc2Cl)n1O,0%,-2%,-73%[inhibitor],-10,-17%,8%,5%,-23,7%
O=C(O)c1ccc(N2C(=O)CC(SC(=NCc3ccc4c(c3)OCO4)Nc3ccc(F)cc3)C2=O)cc1 (stereo not given),3%,4%,-10%,-10,-4%,26%,-7%,-1,-94%[inhibitor]
O=C1C(Nc2ccc(O)cc2)=C/C(=N/S(=O)(=O)c2cccs2)c2ccccc21,-6%,u,-8%[9.22 µM],-31,u,13µM*,-16%,-85*,-29%
Cc1sc2ncnc(N3CCC(C(=O)N(C)CC(=O)Nc4cccc(F)c4)CC3)c2c1C,-5%,-15%,10%,-1,u,-21%,0%,22,i
COCCCNC(=S)Nc1c(C)cc(C)cc1C,4%,16%,-1%,9,7%,28%,3%,2,i

# The closing 4 records of the section before open the next one:
SMILES,GLP-1R agonist,GLP1R cytotox,TDP-43 yeast inh,D3 ag,GLP-1R inv ag,KB-V1 MDR tox,aSyn yeast inh,DRD3 antagonist,PTHR1 agonist
O=C(O)c1ccc(N2C(=O)CC(SC(=NCc3ccc4c(c3)OCO4)Nc3ccc(F)cc3)C2=O)cc1 (stereo not given),3%,4%,-10%,-10,-4%,26%,-7%,-1,-94%[inhibitor]
O=C1C(Nc2ccc(O)cc2)=C/C(=N/S(=O)(=O)c2cccs2)c2ccccc21,-6%,u,-8%[9.22 µM],-31,u,13µM*,-16%,-85*,-29%
Cc1sc2ncnc(N3CCC(C(=O)N(C)CC(=O)Nc4cccc(F)c4)CC3)c2c1C,-5%,-15%,10%,-1,u,-21%,0%,22,i
COCCCNC(=S)Nc1c(C)cc(C)cc1C,4%,16%,-1%,9,7%,28%,3%,2,i
CCn1cc(C(=O)NC(C)c2ccccc2)c(=O)c2cc(S(=O)(=O)N3CCc4ccccc4C3)ccc21 (stereo not given),1%,3%,10%,-12,u,10%,x,x,-15%
COC(=O)c1cn(C(=O)c2cccc(C)c2)c2ccccc12,-4%,12%[0.307 µM],u,-2,4%[0.307 µM],4%,-1%,5,-13%
CCC(C(=O)OCC(=O)Nc1cc(OC)ccc1OC)c1ccccc1 (stereo not given),13%,2%,-8%[9.22 µM],3,-6%,10%,4%,20,0%
Cc1ccc2nc(-c3ccc(C)c(NC(=O)Cc4ccccc4)c3)oc2c1,x,1%,-12%,-14,13%,x,x,x,-7%
OC1CCN(C(=S)Nc2ccc(Oc3ccccc3)cc2)CC1,-7%,-7%,13%,1,-27%,-4%,-5%,-5,-14%
Cc1ccc(N2CC(C(=O)N3CCOCC3)CC2=O)cc1C (stereo not given),2%,u,-5%,-7,-9%,-4%,2%,-17,-24%
CC(C)C[C@@H](CSc1ccccc1)N1CCN(CC(C)C)CCC1=O,5%,8%,-5%,-4,u,u,-1%,-30,-39%[inhibitor]
CC(=O)N1CCOc2ccc(S(=O)(=O)NCc3ccc(Cl)cc3)cc21,-6%,-4%,-8%,-2,u,-3%,0%,-16,16%
CC(=O)c1ccc(NC(=O)CSc2ccc3nnc(CCNS(=O)(=O)c4ccc(C)cc4)n3n2)cc1,x,3%,10%,3,8%,16%,x,x,-27%
COc1ccc(Cl)c2sc(NC(=O)C3=COCCO3)nc12,0%,0%,-11%,-4,1%,6%,-1%,1,i
Cc1ccc(N(CCC(=O)N2CCOCC2)S(=O)(=O)c2ccccc2)cc1,-7%,0%,18%,19,13%,x,-3%,-14,0%
COc1cc(NC(=O)c2ccc(NC(=O)N3CCSc4ncccc43)cc2)cc(OC)c1,x,3%,13%,5,15%,11%,x,x,-78%[inhibitor]
Cc1cccc(OCC(=O)N(Cc2sccc2C)C2CCS(=O)(=O)C2)c1 (stereo not given),x,0%,27%,9,-31%,x,x,x,i
O=C1c2ccccc2C(=O)N1c1ncccn1,-8%,-6%,-17%,-12,-3%,-4%,-7%,6,-8%[57.5 µM]
CNC(=O)c1ccc(NC(=O)CN2c3cccc4cccc(c34)S2(=O)=O)cc1,7%,3%,-7%,-1,49%[activator],-5%,0%,-1,u
COc1ccc(/C=C(\C#N)C(=O)NCCCn2ccnc2)cc1,15%,-19%,-11%[0.397 µM],0,-21%,8%,1%,7,9%
CCc1ccc(/C=C2\SC(N3CCOCC3)=NC2=O)cc1,27%,-8%,8%,3,-5%,21%,2%,-16,-2%
CCCCN(C)CCCNC(=O)c1cn(C)c2ccc(S(=O)(=O)N(C)C3CCCCC3)cc2c1=O,-6%,-24%,-15%,-7,7%,0%,-4%,-21,-2%
O=c1c2c(nc3c(-c4cccc(Br)c4)c[nH]n13)CCCC2,-1%,11%,-8%,-2,8%,0%,2%,-9,-22%[57.5 µM]
CCC(C)n1c(SCC(=O)N(CC)c2c(N)n(Cc3ccccc3)c(=O)[nH]c2=O)nc2ccccc2c1=O (stereo not given),-4%,0%,10%,4,2%,u,-12%,-10,-33%
Cc1ccccc1N(C(=O)c1snc(C(N)=O)c1N)C(C(=O)NCc1ccccc1)c1ccc(O)cc1 (stereo not given),-1%,-24%,-11%,20,u,16%,-6%,8,-22%
CCOc1ccc(NC(=O)c2c(Nc3ccc(OC)cc3OC)sc(C(=O)c3ccc(Cl)cc3)c2N)cc1,x,-1%,10%,-3,-25%,x,x,x,-6%
O=C(CCSc1ccccc1)NNC(=O)c1ccccc1F,8%,-18%,-7%,-3,17%,14%,5%,12,i
COC(=O)/C=C1\OCc2cc(OCc3ccccc3)ccc21,x,-12%,0%,8,-27%,-19%,-16%,0,-31%[inhibitor]
CCOC(=O)N1CCc2c(sc(NC(=O)CCS(=O)(=O)c3ccccc3)c2C(N)=O)C1,-4%,-8%,-4%,-11,-4%,24%,1%,-8,i
C=CCOc1c2ccc(C(=O)NC3CCCc4ccccc43)cc2nn1C (stereo not given),-7%,-2%,18%,3,16%,14%,-1%,38,i
CCc1cccc(C)c1NC(=S)N(CCCN1CCOCC1)Cc1cccnc1,1%,15%,29%,0,17%,u,1%,10,i
Cc1noc(C)c1COc1ccc(C(=O)NCCc2ccc(F)cc2)cc1,6%,u,19%,1,u,-9%,6%,5,i
O=C(CCNC(=O)Cn1ccc2ccccc2c1=O)NCCC1=CCCCC1,-7%,-8%,14%,8,3%,8%,1%,2,-2%
